Screens as filed in PubChem.
GASC-1 inh: inhibitors of GASC-1 histone demethylase, primary screen, biochemical, fluorescence, DELFIA europium. Lysine-specific demethylase 4C (Homo sapiens), Q9H3R0. 0.069% of 330,000 active. inhibition, % at 2.35 µM. GST-JMJD2C(1-420) H3K9me3 demethylation;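 active means more than half of a compound's replicate wells show inhibition beyond 50%, single wells judged on their own value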;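 further: signal counts dimethyl H3K9 product captured on neutravidin plate; 0% = median of DMSO wells and 100% = 0.3 times that DMSO median; strong numbers were not always called active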
Target sequence (Q9H3R0 1-420 limits assumed): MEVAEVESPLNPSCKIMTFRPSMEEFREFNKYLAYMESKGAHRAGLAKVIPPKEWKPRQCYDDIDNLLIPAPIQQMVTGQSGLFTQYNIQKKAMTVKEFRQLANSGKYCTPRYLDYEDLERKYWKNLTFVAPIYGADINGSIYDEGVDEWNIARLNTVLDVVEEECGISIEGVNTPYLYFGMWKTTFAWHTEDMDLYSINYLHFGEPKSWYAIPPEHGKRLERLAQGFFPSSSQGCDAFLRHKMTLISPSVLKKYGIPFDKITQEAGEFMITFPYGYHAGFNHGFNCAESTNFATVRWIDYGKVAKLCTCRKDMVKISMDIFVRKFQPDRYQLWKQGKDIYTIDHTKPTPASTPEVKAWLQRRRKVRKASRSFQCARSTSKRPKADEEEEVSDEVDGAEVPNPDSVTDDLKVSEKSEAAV
PREPL inhibitor: PREPL enzyme inhibitors, primary screen, biochemical, fluorescence polarization. Prolyl endopeptidase-like (Homo sapiens), Q4J6C6. recombinant PREPL, fluorescence polarization activity-based probe. inhibition, % at 5.96 µM. 0.68% of 320,000 active. AID 2751, 2010; in the data active means inhibition above about 43%;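 further: 0% = enzyme with DMSO and 100% = wells lacking enzyme; many of its hits are not listed in these tables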
Efflux pump inh: inhibitors of Candida efflux pumps in yeast, primary screen, S. cerevisiae, Nile Red, multiplex. S. cerevisiae Candida pump triplex. inhibition, % at 10 µM. 0.44% of 330,000 active. AID 485275, 2010;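 active means plate passing quality check with inhibition over a set limit, or well fluorescence over plate mean plus 4 SD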;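 further: Nile Red retained in pooled yeast measured as flow cytometry median fluorescence; 0% = buffer negative control and 100% = Enniatin B positive control; higher means more Nile Red kept so more efflux inhibition; some compounds called inactive have numbers as strong as hits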
* marks the source's active call; other numbers are inactive results. These rows are one share of the data; the hit share may differ from the screen's.

Screening CN(C)CCSc1nc2cc(S(=O)(=O)N3CCCCC3)ccc2o1 returned GASC-1 inh -4, PREPL inhibitor 5 and Efflux pump inh 0.1.
For Cc1ccc(-c2csc(NCCn3c(-c4ccncc4)nc4cc(C(F)(F)F)ccc43)n2)cc1 the results were GASC-1 inh -6, PREPL inhibitor 29 and Efflux pump inh -0.2.
Screening CC(C)(C)OC(=O)CNC(=O)c1[nH]cnc1C(=O)N[C@@H](CCCCN)C(=O)OC(C)(C)C returned GASC-1 inh 33, PREPL inhibitor 13 and Efflux pump inh -0.5.
C=CCC[C@@H](Cc1ccc(F)cc1)C(=O)OC[C@@H](NC(=O)[C@H](CC=C)CC(=O)N(CCO)Cc1ccccc1)c1ccccc1 was read as GASC-1 inh -16, PREPL inhibitor 16 and Efflux pump inh -0.1.
`COc1cc(C)ccc1OCC(=O)OCC(=O)c1[nH]c(C)c(C(C)=O)c1C` gave GASC-1 inh 9, PREPL inhibitor 9 and Efflux pump inh -0.1.
For O=C(Nc1cc(S(=O)(=O)N2CCOCC2)ccc1O)c1ccc(S(=O)(=O)N2CCCCC2)cc1 the results were GASC-1 inh 1, PREPL inhibitor 10 and Efflux pump inh 0.2.
Screening CSCCC(NC(=O)c1ccccc1)C(=O)N1CCN(C(=O)c2ccccc2)CC1 (stereo not given) returned GASC-1 inh 8, PREPL inhibitor 9 and Efflux pump inh 0.2.
Screening CC(=NNS(=O)(=O)c1cccc([N+](=O)[O-])c1)c1ccc(-n2ccnc2)cc1 returned GASC-1 inh 6, PREPL inhibitor 15 and Efflux pump inh 0.1.
O=C(OCc1cc(=O)n2ccsc2n1)c1ccccc1NCCO was read as GASC-1 inh -1, PREPL inhibitor 1 and Efflux pump inh -0.1.
For COc1ccc(NS(=O)(=O)c2cccc(C(=O)OCC(=O)c3c(N)n(C)c(=O)n(C)c3=O)c2)cc1 the results were GASC-1 inh 8, PREPL inhibitor -22 and Efflux pump inh -0.1.
CCOc1ccccc1NC(=O)C(c1ccccc1)N1CCN(CC(=O)N2CCCC2)CC1 (stereo not given) was read as GASC-1 inh 7, PREPL inhibitor 18 and Efflux pump inh 0.0.
CCCCn1c(SCC(=O)NNC(=O)c2ccccc2)n[nH]c1=O was read as GASC-1 inh -3, PREPL inhibitor 16 and Efflux pump inh -0.3.
Screening CN(c1ccccc1)S(=O)(=O)c1cc(C(=O)N2CCN(c3ncccn3)CC2)ccc1Cl returned GASC-1 inh -2, PREPL inhibitor 5 and Efflux pump inh -0.2.
Screening C=CCC[C@@H](Cc1ccc(F)cc1)C(=O)O[C@H](CNC(=O)[C@H](CC=C)CC(=O)N(CCO)Cc1ccccc1)c1ccccc1 returned GASC-1 inh -11, PREPL inhibitor 5 and Efflux pump inh -0.2.
`C[C@H](CO)N1C[C@H](C)[C@@H](CN(C)S(=O)(=O)c2ccccc2)Oc2c(NC(=O)c3ccncc3)cccc2C1=O` gave GASC-1 inh 2, PREPL inhibitor 18 and Efflux pump inh 0.1.
Screening CC(=O)C[C@H](O)CC(=O)[C@H]1OC(=O)CCCCCc2ccccc21 returned GASC-1 inh 13, PREPL inhibitor -3 and Efflux pump inh 0.1.
Cc1cc(C)c(NC(=O)C2CC(=O)N(C3CCCC3)C2)c(C)c1 (stereo not given) was read as GASC-1 inh 8, PREPL inhibitor 20 and Efflux pump inh 0.2.
`CCCCn1c(N)c(N(CC)C(=O)c2cccs2)c(=O)[nH]c1=O` gave GASC-1 inh 2, PREPL inhibitor -3 and Efflux pump inh 0.0.
For CCN(Cc1ccc(Cl)s1)C(=O)c1cccc(OCc2c(C)noc2C)c1 the results were GASC-1 inh 11, PREPL inhibitor 17 and Efflux pump inh 0.2.
`CC1CCCC(NC(=O)COC(=O)COc2cccc(F)c2)C1C` (stereo not given) gave GASC-1 inh 5, PREPL inhibitor 4 and Efflux pump inh 0.1.
Screening COc1cccc(/C=C/C(=O)OCC(=O)NCCC2=CCCCC2)c1OC returned GASC-1 inh -3, PREPL inhibitor 2 and Efflux pump inh 0.2.
CC1CCN(C(=O)COC(=O)c2ccc(Cl)nc2)CC1 was read as GASC-1 inh -2, PREPL inhibitor 4 and Efflux pump inh -0.1.
Screening Cc1ccc(C(=O)OCC(=O)NC2CC2)s1 returned GASC-1 inh 8, PREPL inhibitor 7 and Efflux pump inh 0.0.
CC1CCCC(NC(=O)CSc2cccc[n+]2[O-])C1C (stereo not given) was read as GASC-1 inh -8, PREPL inhibitor 1 and Efflux pump inh 0.1.
Screening C[C@H]1CN([C@@H](C)CO)C(=O)c2cc(NC(=O)C3CCCCC3)ccc2O[C@H]1CN(C)Cc1ccc(-c2ccccc2)cc1 returned GASC-1 inh -33, PREPL inhibitor 30 and Efflux pump inh 0.5.
For CC(=O)Oc1ccc(-c2ccc(C(=O)OCC(=O)c3c(N)n(C)c(=O)n(C)c3=O)cc2)cc1 the results were GASC-1 inh -3, PREPL inhibitor 14 and Efflux pump inh 0.3.
Screening O=C(COC(=O)CNC(=O)c1ccccc1)NC(=O)NC1CCCCC1 returned GASC-1 inh 0, PREPL inhibitor -3 and Efflux pump inh -0.7.
For CC(C)NC(=O)N(C)C[C@H]1Oc2ccc(NC(=O)c3ccncc3)cc2C(=O)N([C@H](C)CO)C[C@@H]1C the results were GASC-1 inh -9, PREPL inhibitor 11 and Efflux pump inh 0.2.
CC(C)[C@H](NC(=O)c1ccccc1Cl)C(=O)Nc1ccc(S(=O)(=O)Nc2nccs2)cc1 was read as GASC-1 inh 2, PREPL inhibitor 20 and Efflux pump inh -0.3.
O=[N+]([O-])c1cccc(S(=O)(=O)Nc2ccc3cn[nH]c3c2)c1 was read as GASC-1 inh 5, PREPL inhibitor 34 and Efflux pump inh -0.1.
`COc1cc(OC)cc(-c2c(-c3cccs3)c3cc(-c4ccc(OCc5ccccc5)cc4)ccc3n2C)c1` gave GASC-1 inh -4, PREPL inhibitor 72* and Efflux pump inh 0.5.
O=C(Cn1cc(C(F)(F)F)ccc1=O)N1CCCc2ccccc21 was read as GASC-1 inh 3, PREPL inhibitor 1 and Efflux pump inh 0.0.
`COc1cc(OC)cc(-c2c(C#Cc3ccsc3)c3cc(-c4cccc5[nH]cc(C=O)c45)ccc3n2C)c1` gave GASC-1 inh 8, PREPL inhibitor 28 and Efflux pump inh -0.2.
For O=C(COC(=O)Cn1cnc2ccccc2c1=O)Nc1ccccc1OC(F)F the results were GASC-1 inh -7, PREPL inhibitor -1 and Efflux pump inh -0.1.
`O=C(CSc1nnc(Nc2ccccc2F)s1)NC1CCS(=O)(=O)C1` (stereo not given) gave GASC-1 inh 5, PREPL inhibitor 15 and Efflux pump inh 0.1.
`O=C(c1cc(-c2ccccc2Cl)nc2ccccc12)N1CCN(c2ccccn2)CC1` gave GASC-1 inh 0, PREPL inhibitor 7 and Efflux pump inh -0.1.
`COc1cc(CCCN2CCNC[C@@H]2c2ccccc2)cc(OC)c1OC` gave GASC-1 inh 14, PREPL inhibitor 14 and Efflux pump inh -0.1.
`Cn1c(N)c(C(=O)COC(=O)CNC(=O)c2ccccc2F)c(=O)n(C)c1=O` gave GASC-1 inh -1, PREPL inhibitor 20 and Efflux pump inh 0.2.
Screening Cc1ccc(SCC(=O)NNC(=O)CCS(=O)(=O)c2ccc(C)cc2)cc1 returned GASC-1 inh -3, PREPL inhibitor 23 and Efflux pump inh 0.0.
Screening COc1ccc(-c2cc(C(=O)OCC(=O)N3CCCCC3)c3ccccc3n2)cc1OC returned GASC-1 inh -2, PREPL inhibitor -16 and Efflux pump inh 0.2.
`Cc1ccc([C@H]2C(C(=O)O)=CC[C@@H](c3ccc(C(C)C)cc3)N2S(=O)(=O)c2ccc(C)cc2)cc1` gave GASC-1 inh 8, PREPL inhibitor 9 and Efflux pump inh 0.1.
COc1ccc(C2=Nn3c(nnc3-c3ccccc3F)SC2)cc1OCC1CC1 was read as GASC-1 inh -14, PREPL inhibitor 56* and Efflux pump inh -0.2.
For COc1ccccc1N1CCN(C(=O)c2cccc(S(=O)(=O)Nc3ccccc3F)c2)CC1 the results were GASC-1 inh 8, PREPL inhibitor 14 and Efflux pump inh 0.2.
For O=C(CN1C(=O)NC(c2ccccc2)(c2ccccc2)C1=O)N1CCCCC1 the results were GASC-1 inh 0, PREPL inhibitor 4 and Efflux pump inh 0.0.
For CCN(CC)S(=O)(=O)c1ccc(NC(=O)COc2cccc(-n3cnnn3)c2)cc1 the results were GASC-1 inh 10, PREPL inhibitor 12 and Efflux pump inh 0.0.
CC(C)(C)N(Cc1ccccc1)C(=O)COC(=O)C1CC1 was read as GASC-1 inh -7, PREPL inhibitor 3 and Efflux pump inh 0.0.
Screening Cc1ccc(NC(=O)CSc2nc(C)c(C)c(C)n2)cc1S(=O)(=O)N1CCOCC1 returned GASC-1 inh 3, PREPL inhibitor 4 and Efflux pump inh 0.0.
`C=CC[C@@H](CC(=O)N(CCO)Cc1ccccc1)C(=O)NCCOC(=O)[C@H](CC=C)CC(=O)OC(C)(C)C` gave GASC-1 inh 2, PREPL inhibitor 21 and Efflux pump inh 0.2.

Reprinted from the entries so far, six compounds:
`COc1cc(CCCN2CCNC[C@@H]2c2ccccc2)cc(OC)c1OC` gave GASC-1 inh 14, PREPL inhibitor 14 and Efflux pump inh -0.1.
`Cn1c(N)c(C(=O)COC(=O)CNC(=O)c2ccccc2F)c(=O)n(C)c1=O` gave GASC-1 inh -1, PREPL inhibitor 20 and Efflux pump inh 0.2.
Screening Cc1ccc(SCC(=O)NNC(=O)CCS(=O)(=O)c2ccc(C)cc2)cc1 returned GASC-1 inh -3, PREPL inhibitor 23 and Efflux pump inh 0.0.
Screening COc1ccc(-c2cc(C(=O)OCC(=O)N3CCCCC3)c3ccccc3n2)cc1OC returned GASC-1 inh -2, PREPL inhibitor -16 and Efflux pump inh 0.2.
`Cc1ccc([C@H]2C(C(=O)O)=CC[C@@H](c3ccc(C(C)C)cc3)N2S(=O)(=O)c2ccc(C)cc2)cc1` gave GASC-1 inh 8, PREPL inhibitor 9 and Efflux pump inh 0.1.
COc1ccc(C2=Nn3c(nnc3-c3ccccc3F)SC2)cc1OCC1CC1 was read as GASC-1 inh -14, PREPL inhibitor 56* and Efflux pump inh -0.2.

(continued)
COc1ccc(NC(=O)Nc2cccc3c2O[C@H](CN(C)C(=O)Nc2ccc4c(c2)OCO4)[C@@H](C)CN([C@H](C)CO)C3=O)cc1 was read as GASC-1 inh -27, PREPL inhibitor 9 and Efflux pump inh -0.5.
COc1ccc(Cl)cc1NC(=O)CN(C)C(=O)c1cccc(S(=O)(=O)N2CCN(C)CC2)c1 was read as GASC-1 inh 13, PREPL inhibitor 21 and Efflux pump inh 0.3.
Screening O=C(Cc1ccccc1F)NNC(=O)c1cccs1 returned GASC-1 inh -1, PREPL inhibitor 8 and Efflux pump inh 0.0.
COc1ccc(/C=C/C(=O)Nc2cc(S(=O)(=O)N3CCOCC3)ccc2OC)cc1 was read as GASC-1 inh -5, PREPL inhibitor 9 and Efflux pump inh -0.4.
Screening CCn1c(C)nc2cc(C(=O)NNC(=O)[C@@H](NC(=O)c3cc(OC)cc(OC)c3)C(C)C)ccc21 returned GASC-1 inh 0, PREPL inhibitor -1 and Efflux pump inh 0.0.
COCC(C)n1c(SCC(=O)NC2CCCCC2C)nc2ccccc2c1=O (stereo not given) was read as GASC-1 inh 4, PREPL inhibitor 13 and Efflux pump inh 0.0.
Screening O=C(COC(=O)c1ccc2c(c1)OCO2)Nc1ccccc1OC(F)F returned GASC-1 inh 6, PREPL inhibitor 4 and Efflux pump inh 0.0.
Screening C[C@H](CO)N1C[C@H](C)[C@@H](CN(C)Cc2ccc(Cl)c(Cl)c2)Oc2c(NS(=O)(=O)c3ccc(F)cc3)cccc2C1=O returned GASC-1 inh -2, PREPL inhibitor 21 and Efflux pump inh 0.5.
`CCC(C)c1ccccc1NC(=O)CN(CC)CC(=O)Nc1ccc2c(c1)OCCO2` (stereo not given) gave GASC-1 inh 9, PREPL inhibitor 8 and Efflux pump inh 0.4.
CCOC(=O)CN[C@H]1CCC2C3CC=C4C[C@@H](O)CC[C@]4(C)C3CC[C@@]21C (stereo not given in full) was read as GASC-1 inh 13, PREPL inhibitor 5 and Efflux pump inh 0.2.
Screening COc1ccccc1NC(=O)COC(=O)/C=C/c1ccc(OC)c(OC)c1 returned GASC-1 inh 5, PREPL inhibitor 0 and Efflux pump inh -0.2.
For Cc1ccc(/C=C/C(=O)OCC(=O)NCc2cccs2)o1 the results were GASC-1 inh 12, PREPL inhibitor 3 and Efflux pump inh 0.1.
`COc1cc(NC(=O)c2cc(-c3ccccc3)nc3c2cnn3C(C)C)cc(OC)c1OC` gave GASC-1 inh 9, PREPL inhibitor 24 and Efflux pump inh 1.0*.
Screening COc1cc(NC(=O)c2[nH]cnc2C(N)=O)cc(C(=O)Nc2cccc(C(F)(F)F)c2)c1 returned GASC-1 inh 8, PREPL inhibitor 6 and Efflux pump inh -0.1.
O=C(NN=Cc1ccccc1C(=O)O)c1ccc(NS(=O)(=O)c2cccs2)cc1 was read as GASC-1 inh 4, PREPL inhibitor 6 and Efflux pump inh 0.0.
COc1ccc(S(=O)(=O)N2CCCCCC2)cc1C(=O)NCc1ccco1 was read as GASC-1 inh 7, PREPL inhibitor -7 and Efflux pump inh 0.0.
Screening CS(=O)(=O)N1Cc2ccccc2CC1C(=O)OCC(=O)NCCc1ccc(S(N)(=O)=O)cc1 (stereo not given) returned GASC-1 inh 9, PREPL inhibitor 18 and Efflux pump inh 0.0.
